High-throughput results: PubChem BioAssay, several laboratories
MrgX1 PAM – allosterically activates human MrgX1 receptor signaling; B-score at 10 µM; AID 588675; MrgX1-HEK293, Fluo-4 calcium flux, FDSS; hits give high values; Q96LB2; 0.63% of 310,000 active;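 active = plate-corrected calcium response at least 3 library SD above typical, normal starting fluorescence, not activating the receptor alone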;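 also: compound read alongside a low EC10 to EC30 dose of BAM8-22 agonist; peak minus trough fluorescence over baseline measured at the second addition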
TRPC6 inh – blocks the mouse TRPC6 cation channel | HEK293-TRPC6, membrane potential dye, ACh-evoked depolarization; hits give low values | B-score at 10 µM | 1.1% of 310,000 active;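 active = B-score under library mean minus 3 SD, initial fluorescence not abnormally high, positive integrated signal ratio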;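 also: B-score derived from integrated fluorescence ratio over the kinetic read; more negative B-score means stronger inhibition of depolarization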
TRPC4 potent – TRPC4 (mouse) allosteric potentiation | B-score at 10 µM | Q9QUQ5 | 0.42% of 310,000 active | HEK293 TRPC4beta/mu-opioid, DAMGO EC20, Fluo-4 Ca2+ flux; hits give high values;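 active = B-score of calcium response area above 5 SD of library B-scores, with initial fluorescence ratio within 5 SD of library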;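 also: B-score of integrated fluorescence ratio over time as area under calcium response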
SKKanGAS inh – SKKanGAS growth inhibition | 1.3% of 300,000 active | inhibition, % at 7.5 µM | S. pyogenes SKKanGAS, kanamycin growth, BacTiter-Glo, 6 h;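 active = mean replicate score, as percent of positive control median, at least 50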;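 also: strain carries kanamycin resistance gene driven by streptokinase promoter and grows in 40 µg/ml kanamycin; loss of luminescence reflects streptokinase promoter inhibition or plain growth inhibition; 0% = median of DMSO wells and 100% = positive control at its reference dose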
TRPC4 act – opens the mouse TRPC4 cation channel; AID 2237; B-score at 10 µM; HEK293 TRPC4beta/mu-opioid, Fluo4 calcium fluorescence; hits give high values; 0.49% of 310,000 active;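 active = B-score above 5 SD of library B-scores, and initial fluorescence ratio not above library mean plus 5 SD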;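 also: positive B-score marks a calcium rise read as TRPC4 activation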
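Assay system – TRPC4beta and mu-opioid receptor HEK293 stable cells · Measured by – Fluo4 fluorescence, kinetic · Schedule – dye loading 45 min room temperature, 110 s kinetic read · Read-out – B-scored integrated calcium fluorescence ratio · Controls – buffer and maximal DAMGO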
MrgX1 ag – agonists of human MrgX1 receptor | Q96LB2 | B-score at 10 µM | MrgX1-HEK293 cells, Fluo-4 calcium fluorescence, agonist mode; hits give high values | 0.44% of 310,000 active;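 active = calcium response B-score plate-corrected fluorescence ratio at least 3 library SD, with starting fluorescence B-score inside 5 SD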
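Assay system: stable human MrgX1 HEK293 cell line. Quantity: 15,000 cells per well. Schedule: cells plated overnight, dye loaded 0.5 h 37 °C, 0.5 h room temperature. Detection: Fluo-4 NW calcium-flux fluorescence, kinetic read. Read-out basis: peak-minus-minimum fluorescence over baseline, converted to B scores. Control set: positive and negative control wells on each plate.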
ANO1 block – inhibitors of mouse TMEM16A calcium-activated chloride channel; Q8BHY3; HEK293 TMEM16A/YFP iodide influx fluorescence, ionomycin; normalized B-score (activity score, 25-100; higher = stronger inhibition) at 10 µM; 1.2% of 310,000 active; AID 588511;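 active = ratio plate-corrected score three or more library SD toward inhibition, starting fluorescence score within five deviations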;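 also: score derived from kinetic fluorescence span divided by baseline fluorescence per well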
Target sequence (Q8BHY3 whole entry, looked up): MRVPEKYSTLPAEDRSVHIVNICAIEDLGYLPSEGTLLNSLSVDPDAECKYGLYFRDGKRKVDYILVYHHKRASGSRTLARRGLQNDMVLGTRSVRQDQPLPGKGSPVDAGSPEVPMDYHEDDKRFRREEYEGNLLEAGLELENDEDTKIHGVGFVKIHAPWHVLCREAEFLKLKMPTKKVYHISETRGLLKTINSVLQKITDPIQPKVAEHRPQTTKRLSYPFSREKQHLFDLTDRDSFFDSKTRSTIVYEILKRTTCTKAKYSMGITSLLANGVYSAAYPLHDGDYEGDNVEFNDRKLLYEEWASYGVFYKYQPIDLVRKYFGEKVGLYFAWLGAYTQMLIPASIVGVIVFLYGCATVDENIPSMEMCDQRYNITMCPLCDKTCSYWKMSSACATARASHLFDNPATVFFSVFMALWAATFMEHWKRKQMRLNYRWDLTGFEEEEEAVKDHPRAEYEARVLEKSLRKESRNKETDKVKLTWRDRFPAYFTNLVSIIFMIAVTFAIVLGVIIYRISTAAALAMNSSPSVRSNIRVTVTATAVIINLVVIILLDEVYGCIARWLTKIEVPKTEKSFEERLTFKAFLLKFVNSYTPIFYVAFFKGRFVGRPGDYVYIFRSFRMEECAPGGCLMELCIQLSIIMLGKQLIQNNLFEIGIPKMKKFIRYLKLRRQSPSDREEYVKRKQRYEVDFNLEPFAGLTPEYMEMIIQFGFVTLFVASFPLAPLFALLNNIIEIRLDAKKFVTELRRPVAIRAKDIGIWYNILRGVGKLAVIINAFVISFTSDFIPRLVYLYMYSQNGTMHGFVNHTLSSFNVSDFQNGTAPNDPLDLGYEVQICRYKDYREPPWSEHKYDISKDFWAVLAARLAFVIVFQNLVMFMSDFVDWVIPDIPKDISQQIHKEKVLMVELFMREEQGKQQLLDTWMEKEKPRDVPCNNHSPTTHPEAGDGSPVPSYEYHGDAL
TRPC6 act – activators of mouse TRPC6 channel; B-score at 10 µM; AID 2550; Q61143; HEK293-TRPC6 membrane potential dye fluorescence; hits give high values; 0.13% of 310,000 active;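 active = B-score of the integrated fluorescence ratio above library mean plus 3 SD, and starting fluorescence ratio within library mean plus 5 SD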;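 also: higher score means more depolarization so channel activation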
TRPC4 block – inhibitors of mouse TRPC4 channel; HEK293 TRPC4beta/mu-opioid, DAMGO-evoked Fluo4 calcium flux; hits give low values; B-score at 10 µM; AID 2247; 0.39% of 300,000 active;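 active = B-score over 3 SD under the library average, no early fluorescence shift, positive overall ratio signal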
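Assay system: TRPC4beta/mu-opioid receptor HEK293 cell line; compound dosing: single concentration per test compound; detection: Fluo4 Ca2+ flux fluorescence; evaluation: per-well B score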
TMEM16A act – mouse TMEM16A channel activation, primary screen | 0.3% of 340,000 active | Q8BHY3 | HEK293 TMEM16A/YFP-H148Q/I152L, iodide quench fluorescence; hits give low values | B-score at 10 µM | AID 623877;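 active = fluorescence-ratio B-score plate-corrected deviation score at least 3 library SD below zero, with starting fluorescence score within 5 deviations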;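 also: channel opened by trigger with iodide after compound preincubation; score built on the fluorescence ratio of max minus min over baseline; more negative score means more quench and so TMEM16A activation or potentiation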
MrgX1 antag – blocks BAM8-22 activation of human MrgX1 receptor; Q96LB2; MRGX1-HEK293 calcium flux, Fluo-4, BAM8-22 antagonism; hits give low values; B-score at 10 µM; 1.3% of 310,000 active; AID 588676;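 active = calcium-response B-score plate-corrected more than 3 library SD below zero, starting fluorescence within 5 deviations, no agonist response on first addition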;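 also: peak minus trough fluorescence over baseline after final BAM8-22 challenge near maximal dose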
* marks the source's active call; other numbers are inactive results; i = inactive; x = no result given.

SMILES | MrgX1 PAM | TRPC6 inh | TRPC4 potent | SKKanGAS inh | TRPC4 act | MrgX1 ag | ANO1 block | TRPC6 act | TRPC4 block | TMEM16A act | MrgX1 antag
COc1ccc(-c2nc(CN3CCN(Cc4cccc(F)c4)CC3)c(C)o2)cc1 | i | i | i | -8 | i | i | i | i | i | i | i
CC(C)NCC(O)COC1C2CC3CC(C2)CC1C3 (stereo unspecified) | i | i | i | 6 | i | i | i | i | i | i | i
COCCN(C(=S)Nc1c(C)cccc1C)C(C)c1ccco1 (stereo unspecified) | i | i | i | -5 | i | i | i | i | i | i | i
COc1cc(C(=S)N2CCOCC2)ccc1OC(=O)c1ccc([N+](=O)[O-])cc1[N+](=O)[O-] | i | i | i | 3 | i | i | i | i | i | i | i
CCOc1ccc(Cl)cc1S(=O)(=O)N1CCN(c2ccc(C)c(C)c2)CC1 | i | i | i | -7 | i | i | i | i | i | i | i
CC(C)CNC(=S)Nc1ccc(Oc2ccccc2)cc1 | i | i | i | 1 | i | i | i | i | i | i | i
O=C(CSc1nnc(NC(=O)c2ccccc2F)s1)Nc1ccccc1F | i | i | i | 0 | i | i | i | i | i | i | i
CCn1c(=O)c(C(=O)CN2c3ccccc3CC2C)c(N)n(Cc2ccccc2)c1=O (stereo unspecified) | i | i | i | 8 | i | i | i | i | i | i | i
Cc1ccc(-c2c(C(=O)N/N=C/c3ccco3)nnn2-c2nonc2N)cc1 | i | i | i | -2 | i | i | i | i | i | i | i
O=c1c2cnn(-c3ccc(F)cc3)c2ncn1Cc1cccnc1 | i | i | i | 0 | i | i | i | i | i | i | i
CSc1ccccc1C(=O)N1CCCC(CCC(=O)NCc2ccc(F)c(F)c2)C1 (stereo unspecified) | i | i | i | -1 | i | i | i | i | i | i | i
O=C(NC1CCCc2ccccc21)c1ccc2c(c1)OCO2 (stereo unspecified) | i | i | i | 7 | i | i | i | i | i | i | i
CCCN(CCC)CCCNc1ccc2nnc(-c3ccc(F)cc3)n2n1 | i | -5.1* | i | -3 | 94* | i | i | i | i | i | i
COC(=O)c1cc(-c2ccc(Br)cc2)n[nH]1 | i | i | i | -1 | i | i | i | i | i | i | i
CCN(C(=O)COC(=O)CCc1c[nH]c2ccccc12)c1c(N)n(Cc2ccccc2)c(=O)[nH]c1=O | i | i | i | 48 | i | i | i | i | i | i | i
NC(N)=N/N=C/c1ccc(OCc2ccccc2Cl)cc1 | i | i | i | 16 | i | i | i | i | i | i | i
O=C(O)c1cccc(Nc2c([N+](=O)[O-])c(=O)oc3ccccc23)c1 | i | i | i | -5 | i | i | i | i | i | i | i
CN(C)c1ncc(C2=C(Cl)C(=O)C(N3CCCC3)=C(Cl)C2=O)s1 | i | i | i | 77* | i | i | 100* | i | i | i | i
CC(C)NC(=O)N1CCOCCOCCN(C(=O)NC(C)C)CCOCCOCC1 | x | i | i | x | i | x | x | i | i | i | x
CCOC(=O)N1CCC(NC(=O)CCN2C(=O)COc3ccccc32)CC1 | i | i | i | -5 | i | i | i | i | i | i | i
COc1ccc(CNC(=O)CN(Cc2ccc(Cl)cc2)S(=O)(=O)c2ccccc2)cc1 | i | i | i | -1 | i | i | i | i | i | i | i
CCS(=O)(=O)N1CCC(C(=O)NCCc2ccc(C)cc2)CC1 | i | i | i | 0 | i | i | i | i | i | i | i
COc1ccc(C(=O)C2CCN(S(=O)(=O)c3ccc4c(c3)OCCO4)CC2)cc1 | i | i | i | 1 | i | i | 100* | i | i | i | i
O=S(=O)(NCCCc1ccccc1)c1ccc(Cl)cc1 | i | i | i | -11 | i | i | i | i | i | i | i

Quoted at random: 4 records from the list
SMILES | MrgX1 PAM | TRPC6 inh | TRPC4 potent | SKKanGAS inh | TRPC4 act | MrgX1 ag | ANO1 block | TRPC6 act | TRPC4 block | TMEM16A act | MrgX1 antag
COC(=O)c1cc(-c2ccc(Br)cc2)n[nH]1 | i | i | i | -1 | i | i | i | i | i | i | i
CCN(C(=O)COC(=O)CCc1c[nH]c2ccccc12)c1c(N)n(Cc2ccccc2)c(=O)[nH]c1=O | i | i | i | 48 | i | i | i | i | i | i | i
CC(C)NC(=O)N1CCOCCOCCN(C(=O)NC(C)C)CCOCCOCC1 | x | i | i | x | i | x | x | i | i | i | x
COc1ccc(C(=O)C2CCN(S(=O)(=O)c3ccc4c(c3)OCCO4)CC2)cc1 | i | i | i | 1 | i | i | 100* | i | i | i | i

Additional compounds.
SMILES | MrgX1 PAM | TRPC6 inh | TRPC4 potent | SKKanGAS inh | TRPC4 act | MrgX1 ag | ANO1 block | TRPC6 act | TRPC4 block | TMEM16A act | MrgX1 antag
COc1cc(S(=O)(=O)n2nc(C)cc2C)c(OC)cc1Cl | i | i | i | -6 | i | i | i | i | i | i | i
COc1ccc(-n2c(CNC(=O)c3cccs3)n[nH]c2=S)cc1 | i | i | i | -7 | i | i | i | i | i | i | -4.8*
Cc1cc(-c2n[nH]c(=S)n2CC(C)C)cs1 | i | i | i | 2 | i | i | i | i | i | i | i
CN1CCN(S(=O)(=O)c2cc(C(F)(F)F)ccc2Cl)CC1 | i | i | i | 0 | i | i | i | i | i | i | i
COC(=O)c1ccc(CSc2nnnn2-c2ccc(C)cc2C)o1 | i | i | i | -8 | i | i | i | i | i | i | i
Cc1ccc(S(=O)(=O)NC2c3cccc4cccc(c34)C2Sc2ncccn2)cc1 (stereo unspecified) | i | i | i | 19 | i | i | i | i | i | i | i
CCOc1ccccc1N1CCN(C(=O)NC2CCCCC2)CC1 | i | i | i | 1 | i | i | i | i | i | i | i
Oc1ccc(/C=C/c2cnccn2)cc1 | i | i | i | 1 | i | i | i | i | i | i | i
Cc1ccc([N+](=O)[O-])cc1Nc1nc(N2CCCC2)nc(N2CCCC2)n1 | i | i | i | 0 | i | i | i | i | i | i | i
CC(CNC(=O)C1CCCN(S(=O)(=O)N2CCOCC2)C1)c1ccccc1 (stereo unspecified) | i | i | i | 0 | i | i | i | i | i | i | i
CCCCn1nc2cc(C(=O)NCc3ccc(OC)cc3)ccc2c1OCC | i | i | i | 1 | i | i | i | i | x | i | i
CCCCCCC1CCC(C(=O)NC(CCSC)C(=O)NC(C(=O)OC)C(C)C)CC1 (stereo unspecified) | i | i | i | 1 | i | i | i | i | i | i | i
COc1ccc(NC(=O)CN(C)C(=O)CN2C(=O)NC3(CCCC3)C2=O)cc1 | i | i | i | -1 | i | i | i | i | i | i | i
COc1cccc(NC(=S)N(Cc2ccc(C(=O)O)cc2)Cc2ccc(OC)c(OC)c2)c1 | i | i | i | 6 | i | i | i | i | x | i | i
COc1cc2c(cc1OC)-c1cc(N3CCc4ccccc43)nc(=O)n1CC2 | i | i | i | 4 | i | i | i | i | i | i | i
Cc1sc2ncn(CC(=O)Nc3cccc(S(N)(=O)=O)c3)c(=O)c2c1-c1ccccc1 | i | i | i | 3 | i | i | i | i | i | i | i
Cc1ccccc1-n1nc2c(c1NC(=O)CC(C)C)CS(=O)C2 (stereo unspecified) | i | i | i | 1 | i | i | i | i | i | i | i
NC(N)=NC(=O)c1nc(Cl)c(N2CCCCCC2)nc1N | i | x | x | x | x | 57* | i | x | x | i | i
CCNC(=S)N/N=C/c1sc(N2CCCCC2)nc1-c1cccs1 | i | i | i | 6 | i | i | i | i | i | i | i
O=C(O)c1cc(O)ccc1-c1ccc(O)cc1 | i | i | i | 2 | i | i | i | i | i | i | i
O=C1NCCC/C1=N/Nc1ccc(F)cc1 | i | i | i | 2 | i | i | i | i | i | x | i
COc1ccc(C(=O)NCCCN(C)CCCNC(=O)c2ccc(OC)cc2)cc1 | i | i | i | -5 | i | i | i | i | i | i | i
COc1ccccc1NCc1nnc(SCC(=O)N/N=C/c2ccco2)n1-c1ccc(Cl)cc1Cl | i | i | i | 5 | i | i | i | i | i | i | i
O=[N+]([O-])c1ccc(C2=Nn3cnnc3SC2)cc1 | i | i | i | 2 | i | i | i | i | i | i | i
COC(=O)c1cc(NC(=O)CC2C(=O)NCCN2C(=O)c2ccccc2)cc(C(=O)OC)c1 (stereo unspecified) | i | i | i | 2 | i | i | i | i | i | i | i
COc1cccc(C(=O)O/N=C(\N)c2ccncc2)c1 | i | i | i | x | i | i | i | i | i | i | i
N#Cc1ccccc1NC(=O)CNc1ccc(Cl)c(C(F)(F)F)c1 | i | i | i | -3 | i | i | i | i | i | i | i
CN(C)C(=O)COC(=O)c1ccc(S(=O)(=O)NCc2ccco2)cc1 | i | i | i | -8 | i | i | i | i | i | i | i
C=C(C)C1CC=C(C)/C(=N/NC(=O)CCC(=O)Nc2ccccc2Cl)C1 (stereo unspecified) | i | i | i | -8 | i | i | i | i | i | i | i
O=C(CC1SC(=NCCc2ccccc2)N(/N=C/c2cccs2)C1=O)Nc1ccc(Cl)cc1 (stereo unspecified) | i | i | i | 29 | i | i | i | i | i | i | i
COc1ccc(C(=O)c2ccccc2)cc1 | i | i | i | -2 | i | i | i | i | i | i | i
Cc1n[nH]c(=O)c2c(NC(=O)CSc3c(Cl)cccc3Cl)oc(C)c12 | i | i | i | -21 | i | i | i | i | i | i | i
CN(CCNC(=O)C1CC(=O)N(C2CCCC2)C1)Cc1ccccc1 (stereo unspecified) | i | i | i | -6 | i | i | i | i | i | i | i
Cc1cccc(NC(=O)c2sc3nc(N)c(C#N)cc3c2N)c1 | i | i | i | -1 | i | i | i | i | i | i | i
O=C(CSc1c(F)c(F)cc(F)c1F)Nc1ccc(C2SCCS2)cc1 | i | i | i | 3 | i | i | i | i | i | i | i
C=CCNC(=O)/C(C#N)=C/c1c(N2CC(C)OC(C)C2)nc2ccccn2c1=O (stereo unspecified) | i | i | i | 2 | i | i | i | i | i | i | i
CCN(CC)c1ccc(NC(=S)NC(=O)c2cccs2)cc1 | i | i | i | 3 | i | i | i | i | i | i | i
COc1cccc(NC(=O)c2ccccc2-c2nc(-c3ccc(F)cc3)no2)c1 | i | i | i | -4 | i | i | i | i | i | i | i
Cc1ccccc1OCC(=O)OC1CCN(C)CC1 | i | i | i | -5 | i | i | i | i | i | i | i
N/C(=N\OC(=O)CCCOc1ccccc1)c1ccc(Br)cc1 | i | i | i | -4 | i | i | i | i | i | i | i
